# Bioassay records deposited in PubChem BioAssay by several laboratories.
# ABCB6 inh 2: ABCB6 transporter inhibitors, primary screen, K562-ABCB6 cells, flow cytometry, MLPCN library | 0.19% of 360,000 active | fluorescence ratio to DMSO, % at 10 µM | K562-ABCB6 porphyrin accumulation, 1 h; active compounds read low | ATP-binding cassette sub-family B member 6 (Homo sapiens), Q9NP58;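 active = fluorescence ratio to DMSO below 75%, the collection mean minus 3 SD; inconclusive = too few cells collected in the well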;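 note: signal is porphyrin accumulated inside mitochondria; 100% equals median channel fluorescence of DMSO control wells; lower ratio means ABCB6 inhibition with less porphyrin fluorescence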
# Cardio protect: cardioprotection against H2O2-induced cell death, primary screen, uHTS, H9c2 cells, ATPLite luminescence. 0.63% of 360,000 active. AID 588492, 2011. H9c2 cardiomyocytes, H2O2 injury protection, 2 h. protection from H2O2 cell death, % at 20 µM;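 active = compounds giving at least 50% protection of heart cells from peroxide-induced death in the single-dose screen, raw or plate-pattern-corrected value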;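 note: 0% = DMSO wells with peroxide and 100% = DMSO wells without peroxide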
# m5-HT2A agonist: mouse Htr2a agonists via beta-arrestin recruitment, primary screen, cell-based, luminescence. 5-hydroxytryptamine receptor 2A (Mus musculus), P35363. CHO-K1 mHTR2A beta-arrestin complementation; percent of 30 µM serotonin response. activation, % at 7.6 µM. 0.66% of 360,000 active. AID 624169, 2012;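 active = activation above a run cutoff, the mean activation of all tested compounds plus 3 SD, cut at about 14% in these data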;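 note: 0% = plate median of compound wells and 100% = 30 µM serotonin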
# Target sequence (P35363 whole entry, looked up): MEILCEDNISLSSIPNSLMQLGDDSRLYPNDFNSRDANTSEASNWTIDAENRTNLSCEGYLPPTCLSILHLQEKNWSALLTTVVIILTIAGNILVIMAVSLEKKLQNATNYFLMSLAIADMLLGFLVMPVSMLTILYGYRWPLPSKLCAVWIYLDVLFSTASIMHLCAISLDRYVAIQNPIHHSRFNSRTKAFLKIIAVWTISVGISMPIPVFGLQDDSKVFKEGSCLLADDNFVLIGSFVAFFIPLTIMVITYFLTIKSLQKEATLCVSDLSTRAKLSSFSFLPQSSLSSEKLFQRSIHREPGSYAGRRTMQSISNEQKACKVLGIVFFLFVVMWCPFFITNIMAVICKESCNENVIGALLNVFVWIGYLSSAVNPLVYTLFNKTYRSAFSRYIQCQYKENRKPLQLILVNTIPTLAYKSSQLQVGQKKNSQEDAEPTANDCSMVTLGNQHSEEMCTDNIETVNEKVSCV
# MC4R antag cAMP: MC4R antagonists of cAMP signaling, primary screen, cell-based, TR-FRET, antagonist arm of biased-ligand search. Melanocortin receptor 4 (Homo sapiens), P32245. MC4R-expressing cells, MTII-stimulated cAMP, LANCE TR-FRET. inhibition, % at 6.5 µM. 0.48% of 360,000 active. AID 540295, 2011;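 active = inhibition above its plate's cutoff, the mean of tested wells on that plate plus 3 SD, cut at about 29% in these data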;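 note: 0% = Melanotan II alone and 100% = Melanotan II plus saturating MCL0020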
# Target sequence (P32245 whole entry, looked up): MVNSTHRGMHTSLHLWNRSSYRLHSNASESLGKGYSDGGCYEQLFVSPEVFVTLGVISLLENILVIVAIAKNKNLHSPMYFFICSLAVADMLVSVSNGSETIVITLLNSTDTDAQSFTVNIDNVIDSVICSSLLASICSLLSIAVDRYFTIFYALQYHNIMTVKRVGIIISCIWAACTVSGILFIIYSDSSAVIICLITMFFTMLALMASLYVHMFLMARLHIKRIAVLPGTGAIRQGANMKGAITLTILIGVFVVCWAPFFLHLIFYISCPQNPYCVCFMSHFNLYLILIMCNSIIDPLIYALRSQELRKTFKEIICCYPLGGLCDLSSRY
#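 System: U2OS cells stably expressing human melanocortin 4 receptor (MC4R). Reagent: Melanotan II challenge after compound preincubation. Doses: 6.5 µM. Times: 30-min compound, 1-h challenge, 1-h detection, room temperature. Measured by: TR-FRET with Eu-cAMP and labeled anti-cAMP, 671 nm. Replicates: singlicate.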
# CaV13 ICDI inh: Primary screen for inhibitors of IQ motif and Ca2+-dependent inactivation inhibitor domain binding in CACNA1D, Förster resonance energy transfer in living cells, …; HEK cells, CFP/YFP FRET ICDI-IQ, plate reader, 10 min; percent FRET-ratio fall versus neutral wells; inhibition, % at 12.3 µM; 0.098% of 340,000 active;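 active = mean replicate inhibition of at least 30% and at least 1% of replicates passing that level; inconclusive = only one of the two criteria is met; inactive = neither criterion is met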;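 note: 0% = median of the neutral control wells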
# MC4R ag barr: MC4R agonists recruiting beta-arrestin, primary screen, cell-based, luminescence, agonist arm of biased-ligand search. activation, % at 8.9 µM. 0.98% of 360,000 active. Melanocortin receptor 4 (Homo sapiens), P32245. U2OS MC4R beta-arrestin complementation; percent of melanotan II response, DMSO zero;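 active = activation above a per-plate cutoff, the mean activation of sample wells on that plate plus 3 SD, cut at about 8% in these data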
# aDG glyco act: activators of alpha-DG glycosylation, primary screen, uHTS, Pro5-aDG cells, AlphaScreen | alpha-DG glycosylation AlphaScreen (IIH6); 0% Pro5, 100% B10-LARGE cell signal | activation, % at 10 µM | 0.22% of 360,000 active | AID 624168, 2012;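 active = activation of at least 8% versus controls, or a plate z-score of at least 8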;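 note: Pro5 are CHO cells carrying HIG-tagged alpha-DG that lacks glycosylation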
# N-glyco inh: increase of ERlucT glycosylation luciferase signal, primary screen, N-linked glycosylation inhibitor project, D54 ERlucT cells, luminescence, set 2 | D54 ERlucT glycosylation luciferase reporter, 24 h; percent of 100 nM tunicamycin response | 0.23% of 360,000 active | reporter increase, % at 12.5 µM | AID 588692, 2011;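 active = mean luciferase reporter signal, scaled so untreated is 0 and the glycosylation-blocking control 100, at or above a set limit in every replicate; inconclusive = mean reaches the limit but not every replicate does; inactive = mean below the limit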;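 note: luciferase carries N-glycosylation sites so blocking glycosylation raises the light; 0% = median of neutral control wells and 100% = median of 100 nM tunicamycin wells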
# Vif inh: HIV Vif self-association inhibitors, primary screen, imaging, HEK293T, single point. inhibition, % at 7.49 µM. 0.35% of 340,000 active. HEK293T cells, Vif self-association by quenched fluorescence, 24 h; in the data active = inhibition above about 50%, passing the limit was not always enough; inconclusive = no clear call, values can overlap the other calls; inactive = below about 31%; note: some results filed as inactive read as strong as hits
# PDI inh: inhibitors of human PDI, primary screen, biochemical, turbidity, single point, plate reader. 0.052% of 350,000 active. PDI insulin aggregation turbidity, A650, 90 min. AID 588391, 2011. inhibition, % at 10 µM;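 active = mean inhibition across replicates of 30% or more, whatever share of single replicates reach that level; inconclusive = mean inhibition below 30% while every single replicate reaches 30%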;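 note: absorbance from insulin aggregation driven by PDI reduction with DTT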
# An asterisk follows results filed as active; ? = inconclusive; . = no result given. Rows are unselected; about 3.6% have a hit in one of these screens.
# Fields: ABCB6 inh 2	Cardio protect	m5-HT2A agonist	MC4R antag cAMP	CaV13 ICDI inh	MC4R ag barr	aDG glyco act	N-glyco inh	Vif inh	PDI inh
1. COc1cc(OC)c2c(-c3cccc(-c4ccc(OC)c(F)c4)c3)cc(=O)oc2c1
 : 101	-4	3	-22	-6	-0.9	0.1	6	34	-11
2. C/C(=N\Nc1cc(C)nc(NCc2ccccc2)n1)c1cccc([N+](=O)[O-])c1
 : 101	-2	-6	-3	-3	-1.2	0.0	-3	-2	-6
3. Cc1ccc(NC2=NCCCCC2)cc1
 : 97	14	-3	2	-4	0.0	0.3	0	12	0
4. CCN(CC)CCn1c(=O)n(-c2ccc(Cl)cc2)c(=O)c2c3c(sc21)CN(C)CC3
 : 102	6	0	16	-5	-2.6	1.0	5	1	-6
5. COc1ccc(NC(=S)NNC(=O)C2CC2c2ccc(C)cc2)cc1 (configuration not stated)
 : 99	5	0	10	-5	-0.4	0.0	1	0	3
6. CC1(c2nnnn2Cc2ccccc2)CCC(=O)N1CCCn1ccnc1 (configuration not stated)
 : 95	.	1	.	-7	.	0.7	.	.	.
7. COc1ccc(/C(O)=C2/C(=O)C(=O)N(CC3CCCO3)C2c2cccc(O)c2)cc1 (configuration not stated)
 : 162	6	7	2	.	-0.7	-0.1	2	4	-7
8. CCOC(=O)/C(=N/O)C1=NC(C)(C)Cc2cc(C)c(C)cc21
 : 104	-2	2	-6	-5	-1.0	-0.4	0	-8	-6
9. Cc1onc(-c2ccccc2)c1C(=O)Nc1nc(-c2ccccc2)cs1
 : 103	-2	0	-7	.	-0.4	0.4	-8	-19	-3
10. CC12C=CC3(O1)C(C(=O)N1CCCOC13)C2C(=O)O (configuration not stated)
 : 99	1	3	1	-10	-1.3	-0.3	2	?	11
11. O=C1OCCC1Sc1nnc(-c2ccccc2Cl)n1Cc1ccccc1 (configuration not stated)
 : 104	14	4	-8	-3	-2.8	0.0	1	-2	-2
12. Cn1ncc(N)c1C(=O)Nc1cccc(C(F)(F)F)c1
 : 90	-9	0	1	0	1.1	0.3	3	6	0
13. O=C(Nc1cc(C(F)(F)F)ccc1-n1cnc2ccccc21)c1ccccc1
 : 97	0	2	3	-5	-0.7	-0.2	0	.	-9
14. CC(C)(C)c1ccc(-c2nc(NCc3cccnc3)c3ccccc3n2)cc1
 : 101	-15	-4	9	-6	-0.2	3.0	-9	-10	8
15. CCCC1/C(=N/O)CC(c2ccccc2)NC1c1ccccc1 (configuration not stated)
 : 99	2	7	18	-5	0.0	-0.3	-5	-2	3
16. O=S(=O)(c1cccc(-c2n[nH]c(=S)n2-c2cccc(C(F)(F)F)c2)c1)N1CCOCC1
 : 89	-1	-1	6	-5	-3.3	-0.1	2	-3	-8
17. Cc1ccccc1C(=O)NCCN=C1NS(=O)(=O)c2ccccc21
 : 99	5	9	-6	-5	-1.6	-0.1	3	8	4
18. CCOc1ccc(S(=O)(=O)N2CCN(C(=S)NCC3CCCO3)CC2)cc1 (configuration not stated)
 : 100	-7	0	6	-2	-3.1	-0.1	-1	-10	2
19. Cc1ccc(C(=O)N2[C@@H]3CN(C)C(=O)[C@@]2(C)[C@H]2C(=O)N(Cc4ccccc4)C(=O)[C@@H]32)cc1
 : 87	7	-2	5	-11	1.1	0.0	-1	-1	-32
20. COc1ccc(S(=O)(=O)N2CC(=O)Nc3ccccc32)cc1Cl
 : 107	2	0	16	4	-0.7	0.0	1	-4	15
21. CC(C(=O)Nc1ccc(N(C)C)cc1)N1C(=O)c2ccccc2S1(=O)=O (configuration not stated)
 : 98	9	-1	-7	-6	-4.5	-0.2	-2	8	6
22. CCc1ccc(/C=N/NC(=S)NCCc2ccccc2)cc1
 : 98	-18	-5	0	-5	1.6	-0.1	0	5	15
23. CC#CC[N+](C)(C)CCCCCCCCCCCC
 : 91	-23	0	4	-4	0.2	0.8	1	1	-2
24. Cc1cccc2nc(-c3ccco3)c(Nc3ccc4c(c3)OCCO4)n12
 : 98	8	-4	2	-13	-1.8	0.2	-3	-2	11
25. CCOC(=O)Cc1c(C)[nH]c(=S)[nH]c1=O
 : 103	-3	-5	-8	-5	-0.7	-0.2	3	4	-6
26. OC(CNCCCN1CCCCC1)COc1ccccc1 (configuration not stated)
 : 88	5	3	-4	-3	3.0	-0.1	-1	13	5
27. COc1cc(OC)cc(C(=O)NNC(=O)c2ccccn2)c1
 : 101	51*	-5	-6	-21	-2.2	0.8	-6	-8	-74
28. Cc1ccc(N(CC(=O)N2CCN(C3CCCCC3)CC2)S(=O)(=O)c2cccnc2)cc1
 : 99	4	-5	9	-6	1.1	-0.1	-5	0	-6
29. Cc1ccc(NC(=O)C2CCN(S(=O)(=O)c3ccc4c(c3)CCCC(=O)N4)CC2)cc1N(C)C
 : 95	-1	0	2	-3	-1.5	-0.3	0	6	-1
30. COc1cccc(/C=N/n2c(C3CCCCC3)n[nH]c2=S)c1OC
 : 98	-3	5	4	-20	0.0	0.1	1	-19	1

# Exported as tab-separated lines: part of the list above
item	compound	ABCB6 inh 2	Cardio protect	m5-HT2A agonist	MC4R antag cAMP	CaV13 ICDI inh	MC4R ag barr	aDG glyco act	N-glyco inh	Vif inh	PDI inh
5	COc1ccc(NC(=S)NNC(=O)C2CC2c2ccc(C)cc2)cc1 (configuration not stated)	99	5	0	10	-5	-0.4	0.0	1	0	3
6	CC1(c2nnnn2Cc2ccccc2)CCC(=O)N1CCCn1ccnc1 (configuration not stated)	95	.	1	.	-7	.	0.7	.	.	.
7	COc1ccc(/C(O)=C2/C(=O)C(=O)N(CC3CCCO3)C2c2cccc(O)c2)cc1 (configuration not stated)	162	6	7	2	.	-0.7	-0.1	2	4	-7
8	CCOC(=O)/C(=N/O)C1=NC(C)(C)Cc2cc(C)c(C)cc21	104	-2	2	-6	-5	-1.0	-0.4	0	-8	-6
9	Cc1onc(-c2ccccc2)c1C(=O)Nc1nc(-c2ccccc2)cs1	103	-2	0	-7	.	-0.4	0.4	-8	-19	-3
10	CC12C=CC3(O1)C(C(=O)N1CCCOC13)C2C(=O)O (configuration not stated)	99	1	3	1	-10	-1.3	-0.3	2	?	11
11	O=C1OCCC1Sc1nnc(-c2ccccc2Cl)n1Cc1ccccc1 (configuration not stated)	104	14	4	-8	-3	-2.8	0.0	1	-2	-2
12	Cn1ncc(N)c1C(=O)Nc1cccc(C(F)(F)F)c1	90	-9	0	1	0	1.1	0.3	3	6	0
13	O=C(Nc1cc(C(F)(F)F)ccc1-n1cnc2ccccc21)c1ccccc1	97	0	2	3	-5	-0.7	-0.2	0	.	-9

# More structures follow:
# Fields: ABCB6 inh 2	Cardio protect	m5-HT2A agonist	MC4R antag cAMP	CaV13 ICDI inh	MC4R ag barr	aDG glyco act	N-glyco inh	Vif inh	PDI inh
31. COc1ccc(NC(=O)N2CCCC2C(=O)NC23CC4CC(CC(C4)C2)C3)cc1 (configuration not stated)
 : 93	-3	-2	-2	-6	0.9	-0.1	0	-5	-11
32. CC(C)(C)OC(=O)C[C@@H]1C/C=C\C[C@H](CC(=O)NCCO)C(=O)NC[C@H](c2ccccc2)OC1=O
 : 92	4	2	3	-5	-0.7	0.1	2	1	5
33. COc1cc(C(=O)NC(=S)Nc2ccc(Cl)cn2)cc(OC)c1OC
 : 102	2	-3	3	-2	3.9	0.0	3	5	1
34. O=C(OCC(=O)N(CCc1ccccc1)Cc1ccccc1)c1cccc(O)c1
 : 99	3	-7	5	.	-2.7	0.0	-2	-22	6
35. OCCN1CCN(CCOc2ccccc2-c2ccccc2)CC1
 : 98	12	-4	-5	-5	3.9	0.2	-1	-2	9
36. C/C(=N\OCC(=O)Nc1ccc(Br)cc1)c1cccs1
 : 97	-7	-3	-1	-6	-4.2	0.0	2	-1	3
37. O=c1cc(N2CCOCC2)[nH]c(=O)n1-c1ccc(Br)cc1
 : 90	8	7	0	-8	0.1	-0.1	1	-11	-14
38. CN(C(=O)CSc1nnc(-c2ccccc2)n1C)C1CCS(=O)(=O)C1 (configuration not stated)
 : 98	2	0	1	4	-3.4	0.0	2	-1	-1
39. CCOc1ccc(OCC(O)CN2CCN(S(=O)(=O)c3cccc(C(F)(F)F)c3)CC2)cc1 (configuration not stated)
 : 93	-1	-1	3	-4	1.8	0.1	1	-4	-2
40. CNc1[nH]ncc1[N+](=O)[O-]
 : 98	-5	1	24	5	-2.8	0.3	-2	-2	6
41. O=C(CC1Sc2ncnn2C1=O)Nc1ccccc1 (configuration not stated)
 : 105	-16	0	4	-7	-0.2	-0.2	3	-1	-5
42. CSC(=O)CC(=O)NC(=O)c1ccccc1
 : 98	11	-2	4	-4	0.6	-0.2	0	-7	-1
43. CCn1c(SCC(=O)N2c3ccccc3CCc3ccccc32)nnc1-c1ccc(OC)cc1
 : 103	-3	3	16	-5	0.1	0.3	-2	-2	1
44. COc1ccccc1N1CCN(c2ccc(Cl)nn2)CC1
 : 92	15	6	2	-19	-2.8	1.6	0	-3	2
45. CC1(NC(=O)CCc2ccccc2)CCN(CCCc2ccccc2)C1=O (configuration not stated)
 : 96	-1	1	-2	-4	0.0	0.0	-1	4	-2
46. Cc1ccc(S(=O)(=O)CCC(=O)OCC(=O)N2c3ccccc3NC(=O)C2(C)C)cc1
 : 102	-4	-2	8	-6	-2.9	0.0	-1	-15	-14
47. COc1cccc(N2CCN(C(=O)C3C4C=CC5(CN(Cc6ccccc6Cl)C(=O)C35)O4)CC2)c1 (configuration not stated)
 : 103	11	1	-2	.	-2.0	-0.2	5	-2	3
48. CCOC(=O)c1cccc(NC(=O)c2ccc(-n3cnnn3)cc2)c1
 : 98	11	7	-2	-5	0.2	0.7	0	7	3
49. CC(C)CC(NC(N)=O)C(=O)NCCc1ccc(Cl)cc1Cl (configuration not stated)
 : 97	1	-5	5	-4	-0.2	0.1	0	22	4
50. COc1ccccc1N1C(=O)c2cccc3cccc(c23)C1=O
 : 94	0	-3	2	-1	-0.9	-0.1	0	6	-4
51. O=C(c1ccccc1[N+](=O)[O-])N(CCc1ccccc1)Cc1ccccc1
 : 100	-4	-3	9	-5	-1.4	0.0	-3	-4	3
